# UBC13 inh: blocks human UBC13 polyubiquitin chain formation; TR-FRET; 330,000 compounds, 0.47% hits; P61088; inhibition, % at 20 µM; in the data active means inhibition above about 45%, passing the limit was not always enough
# PfG6PD inh: PfG6PD (Plasmodium falciparum) enzyme inhibition; PfGluPho enzyme, NADPH resazurin-diaphorase fluorescence; inhibition, % at 20 µM; 350,000 compounds, 0.78% hits; AID 504690;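 active means inhibition reaching at least a set limit at 20 µM in the primary screen, cut at about 59% in these data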;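 further: 0% = DMSO wells with substrate and 100% = DMSO wells lacking glucose-6-phosphate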
# HKDC1 inh: blocks human hexokinase HKDC1 activity. Q2TB90. 340,000 compounds, 0.16% hits. AID 493160. inhibition, % at 20 µM. recombinant HKDC1, G6PDH/diaphorase resazurin coupled fluorescence;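 active means inhibition above about 35% when tested at 20 µM, limit read from the data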;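 further: plate controls were DMSO wells with enzyme for no effect and DMSO wells lacking enzyme for full effect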
#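 System: Recombinant HKDC1 hexokinase | Amount: HKDC1 at 5 µg/mL | Reagent: Glucose with 1 mM ATP | Doses: Single 20 µM dose | Incubation: Reaction time 90 min, room temperature, protected from light | Signal: Coupled resazurin fluorescence, excitation 525 nm, emission 613 nm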
# SENP8 block-1: blocks the human protease SENP8. Q96LD8. purified SENP8, Z-RLRGG-aminoluciferin cleavage, luminescence. inhibition, % at 10 µM. 330,000 compounds, 1.2% hits. AID 2540; in the data active means inhibition above about 50%
# SENP8 block-2: blocks human SENP8 cleavage of Nedd8 substrate | recombinant SENP8, Nedd8 substrate fluorescence | inhibition, % at 20 µM | 360,000 compounds, 0.64% hits | AID 602440; in the data active means inhibition mostly above about 40%, no sharp cut-off; inactive means mostly below about 27%
# SENP1 FRET inh: blocks the human SENP1 SUMO protease catalytic domain. Q9P0U3. recombinant SENP1 catalytic domain, CyPet-SUMO1-YPet FRET cleavage. inhibition, % at 10 µM. 360,000 compounds, 0.21% hits. AID 624204;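 active means inhibition at least 30% at 10 µM, raw YFP signal under a set limit, fluorescence ratio 0.5 to 1.5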;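 further: 0% = enzyme with DMSO and 100% = no enzyme wells; some results filed as inactive read as strong as hits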
# Target sequence (Q9P0U3 419-644 limits assumed): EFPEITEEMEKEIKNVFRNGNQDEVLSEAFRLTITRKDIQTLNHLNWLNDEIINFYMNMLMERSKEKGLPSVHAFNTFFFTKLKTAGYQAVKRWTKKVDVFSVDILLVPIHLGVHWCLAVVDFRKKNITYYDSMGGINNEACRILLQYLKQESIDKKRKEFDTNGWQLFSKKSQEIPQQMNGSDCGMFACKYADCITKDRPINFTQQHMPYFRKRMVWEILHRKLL
#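 Compound: 10 µM single point, 0.5% DMSO; Test system: hSENP1 catalytic domain, recombinant; Timing: 50 min reaction at room temperature; Technique: FRET, CFP and YFP emission; Control set: no-enzyme wells low, DMSO-plus-enzyme wells high control.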
# MIN6 prolif: induces beta-cell replication in MIN6 cells. MIN6 cells proliferation, ATPlite luminescence, 48 h; cells starved in 0.2% serum; 100% = growth in 10% serum. proliferation, % at 10 µM. 330,000 compounds, 0.29% hits. AID 2380;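 active means compounds whose signal lies at least 3.5 SD above the mean of all wells on their plate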;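 further: 0% = DMSO-treated cells in low-serum medium and 100% = 10% serum control; some compounds called inactive have numbers as strong as hits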
# SENP7 block: inhibitors of human SENP7 protease. Q9BQF6. recombinant SENP7, Z-RLRGG-aminoluciferin luminescence, 40 min. inhibition, % at 5 µM. 330,000 compounds, 1.5% hits. AID 434973;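 active means inhibition above about 50% at the single test dose, limit read from the data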;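 further: plate controls were DMSO with enzyme for no effect and no enzyme buffer wells for full effect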
# Target sequence (Q9BQF6 706-1050 limits assumed): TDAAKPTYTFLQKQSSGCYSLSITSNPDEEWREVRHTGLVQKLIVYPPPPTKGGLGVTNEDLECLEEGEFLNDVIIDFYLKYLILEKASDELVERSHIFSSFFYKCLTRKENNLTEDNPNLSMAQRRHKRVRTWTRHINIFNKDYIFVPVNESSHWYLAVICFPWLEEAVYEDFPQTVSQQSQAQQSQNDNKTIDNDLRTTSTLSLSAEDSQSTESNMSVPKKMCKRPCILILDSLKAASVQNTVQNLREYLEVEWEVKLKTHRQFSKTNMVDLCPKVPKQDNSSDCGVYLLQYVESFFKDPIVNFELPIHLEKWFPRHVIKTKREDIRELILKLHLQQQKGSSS
# SENP6 inh: inhibitors of human SENP6 protease; Recombinant SENP6 catalytic domain, aminoluciferin luminescence; inhibition, % at 10 µM; 330,000 compounds, 1.8% hits; AID 2599;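 active means inhibition above about 50% at the single tested dose, limit read from the data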;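 further: plate controls were DMSO wells with enzyme for no effect and DMSO wells lacking enzyme for full effect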
# Target sequence (Q9GZR1 628-1112 limits assumed): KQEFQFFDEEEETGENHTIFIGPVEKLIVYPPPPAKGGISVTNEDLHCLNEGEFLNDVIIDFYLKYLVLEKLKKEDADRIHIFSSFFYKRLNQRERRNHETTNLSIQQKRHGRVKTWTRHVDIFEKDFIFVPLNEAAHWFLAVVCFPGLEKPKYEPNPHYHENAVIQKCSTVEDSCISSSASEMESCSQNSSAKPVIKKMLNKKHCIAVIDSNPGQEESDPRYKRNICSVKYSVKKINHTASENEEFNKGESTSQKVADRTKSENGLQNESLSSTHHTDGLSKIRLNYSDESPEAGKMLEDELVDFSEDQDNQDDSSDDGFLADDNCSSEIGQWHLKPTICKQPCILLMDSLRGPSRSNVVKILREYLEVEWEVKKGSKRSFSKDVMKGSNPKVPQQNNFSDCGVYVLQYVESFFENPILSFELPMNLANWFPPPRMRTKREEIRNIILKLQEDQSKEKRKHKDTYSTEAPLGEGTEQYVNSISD
# Numbers without * were called inactive; . = not tested or not shown. Rows were taken by chance; any-hit rate near 4%.
SMILES,UBC13 inh,PfG6PD inh,HKDC1 inh,SENP8 block-1,SENP8 block-2,SENP1 FRET inh,MIN6 prolif,SENP7 block,SENP6 inh
COc1ccccc1NC(=O)CNC(=O)c1ccc(F)cc1,10,-6,-7,-11,15,-1,0,-2,-22
O=C(Nc1ccccc1C(=O)N1CCOCC1)c1ccncc1,5,-1,-3,-5,8,2,-2,-5,5
Oc1ccc(Br)cc1-c1ccnn1-c1ccccc1,-4,27,-1,0,-2,2,-2,-12,0
CCCCN(C)C(=O)CSc1nc(NCc2ccc(OC)cc2)c2ccccc2n1,13,-3,4,-3,17,3,-2,4,-11
Cc1ccc(CNC(=O)COC(=O)c2ccc(Br)o2)cc1,5,-7,-2,-1,10,2,5,6,-8
Cc1nc(NCCCN2CCOCC2)c2cnn(-c3ccccc3)c2n1,.,9,-4,.,-1,-6,.,.,.
CCOC(=O)c1[nH]c(C)c(C(=O)OCC(=O)N(Cc2ccccc2)C(C)C)c1C,7,7,6,6,-1,-1,0,1,6
COc1ccc(NC(C(=O)Nc2cccc(C(C)=O)c2)c2ccccc2)cc1 (stereo not drawn),-3,2,-2,1,14,1,-3,-3,-14
COC(=O)c1cc(OC)ccc1-c1ccc(OC)cc1,8,-5,6,-6,-217,1,-3,2,-24
CC(C)CNS(=O)(=O)c1ccc(CCC(=O)NCc2ccncc2)cc1,2,15,-8,-1,-9,-1,-3,-2,-13
CCOC(=O)C1=C(N)N(c2ccc(N3CCCCC3)cc2)C(=O)C1,-7,-2,3,-4,-1,3,0,-4,-6
O=C(Nc1ccc([N+](=O)[O-])cc1)N1CCCCCC1,-11,7,0,-2,1,2,-3,-3,-12
CCN(CC)CCNC(=O)c1cn(CC)c2ccc(S(=O)(=O)N(C)C3CCCCC3)cc2c1=O,2,-2,5,0,4,4,0,-8,-17
CC(C)(C)NS(=O)(=O)c1ccc(C(=O)Nc2ccc3c(c2)OCO3)cc1,-2,21,-3,4,6,4,-2,1,14
CCOc1cccc(-c2nn3c(-c4ccccn4)nnc3s2)c1,-13,-2,-1,-5,4,3,-1,-8,-16
Cc1ccc2[nH]c(C)c(CC(=O)O)c2c1,-11,3,-12,-5,-22,-15,-4,-17,-19
CC(=O)N1CCN(C(=O)c2ccc3c(c2)S(=O)(=O)c2ccccc2C3=O)CC1,0,-6,-2,12,7,-2,-3,-2,23
COc1ccc(C(C)(C)C)cc1NC(=O)COC(=O)C1=NNC(=O)CC1,2,4,3,2,12,0,2,10,-3
Cc1ccc(C)c(-n2c(SCC(N)=O)nnc2-c2ccccn2)c1,-4,5,-2,5,20,1,0,-2,1
CCOc1cc(C=O)ccc1OCC(N)=O,-11,-8,-7,-7,3,2,-4,-9,-33
Cc1cc(/C=C2\SC(=O)N(C)C2=O)c(C)n1-c1ccc(S(N)(=O)=O)cc1,-2,7,1,-2,-8,-9,-2,3,0
COc1cccc(C2C3(C#N)C(N)=NC(OC)(OC)C23C#N)c1 (stereo not drawn),2,-5,-7,-1,29,3,3,0,9
O=C(OCC1CCNCC1)c1ccc2c(c1)OCO2,6,4,2,5,7,1,-1,-2,6
O=C(Cc1ccc(F)cc1)N/N=C/c1ccc2c(c1)OCO2,-4,6,-13,-3,10,0,-1,7,-7
OC(COc1ccc2c(c1)OCO2)CN1CCN(c2ccccc2)CC1 (stereo not drawn),8,6,-6,2,10,1,1,-1,-2
# (list continues)
SMILES,UBC13 inh,PfG6PD inh,HKDC1 inh,SENP8 block-1,SENP8 block-2,SENP1 FRET inh,MIN6 prolif,SENP7 block,SENP6 inh
COc1ccc(C)cc1NC(=O)C1CCCN1S(=O)(=O)c1ccc2c(c1)CCC(=O)N2 (stereo not drawn),18,25,7,-11,-16,-6,-3,-2,3
COc1ccccc1NC(=O)NC1CCCc2ccccc21 (stereo not drawn),4,13,1,5,5,0,-2,6,-2
COc1ccc(CNC(=O)CN(C(=O)CCC(=O)Nc2ccccn2)c2ccc(C)cc2)cc1,1,10,-5,2,3,1,4,8,1
CC(NC(=O)c1ccccc1)C(=O)OCn1nnc2ccccc2c1=O (stereo not drawn),7,-7,-2,2,0,3,-1,-4,2
CCOC(=O)N1CCC(NC(=O)CS(=O)Cc2nc(-c3ccc(Cl)cc3)oc2C)CC1 (stereo not drawn),7,-9,3,-7,4,0,0,1,-4
CC1CC1C(=O)Nc1ccc(S(=O)(=O)N2CCCCC2)cc1 (stereo not drawn),-1,1,2,26,4,1,4,-1,-1
CC(NCc1ccccc1OC1CCCC1)c1ccccc1 (stereo not drawn),-1,-9,-2,-2,11,1,-4,8,-10
Cc1cccc(C2c3[nH]c4ccccc4c3CCN2C(=O)Cc2nc(-c3ccccc3)n[nH]2)n1 (stereo not drawn),-11,30,-5,-11,7,-18,-5,-10,-4
c1ccc(CN2C3=NCCCN3c3ccccc32)cc1,5,-11,-4,32,.,.,4,-2,-10
CCS(=O)(=O)c1ccc(C(=O)NC2CC2)c(Cl)c1Cl,-2,-9,-9,-10,12,1,0,0,-22
Cc1ccsc1C(=O)OCC(=O)N1CCN(C(=O)c2ccco2)CC1,10,-17,-6,2,19,3,0,-1,-5
O=C1CCCC(=O)N1c1ccc(N2CCN(c3ccccc3)CC2)c([N+](=O)[O-])c1,-1,-3,-8,-1,14,2,1,5,5
COc1cccc(C2=NOC(C(=O)NCc3ccccc3)C2)c1 (stereo not drawn),.,-5,-5,.,14,0,.,.,.
CC(C)C(=O)Nc1cccc(NC(=S)NC(=O)C(c2ccccc2)c2ccccc2)c1,2,-3,5,2,6,0,-6,-1,2
COc1ccc(NC(=O)COC(=O)CNS(=O)(=O)/C=C/c2ccccc2)cc1OC,2,-5,-6,-13,4,1,0,-7,-19
Cc1cccc(NC(=O)C2CCN(S(=O)(=O)c3cccs3)CC2)n1,0,9,-2,9,10,1,-1,5,-9
CC(C)CCn1c(-c2nonc2N)nc2ccccc21,8,-15,7,-2,2,-22,4,2,5
Cn1c(SCc2ccc(F)cc2)nnc1-c1cccs1,3,-1,-10,3,13,0,-1,5,11
CCCCCOC(=O)C1=C(C)NC(=O)NC1c1ccc(N(C)C)cc1 (stereo not drawn),10,-7,0,-1,4,6,-3,-1,2
COc1ccc(OC)c2[nH]c(=O)c(CCNC(=O)c3ccc4c(c3)OCO4)cc12,-19,4,8,-8,-220,2,1,-4,7
CC(=O)C(=Cc1ccc(C(=O)O)cc1)C(C)=O,-2,1,-7,6,-4,4,-4,8,-7
CC1=C(C(N)=O)C(c2ccccc2F)n2nc(CCCO)nc2N1 (stereo not drawn),0,-6,-5,-14,14,-1,2,-8,-4
CC(C)Nc1nc2cccnc2s1,4,3,-6,4,10,1,1,0,-10
CCC(c1nnnn1Cc1ccccc1)N1CCN(c2ccc(OC)cc2)CC1 (stereo not drawn),11,5,-11,-2,8,-1,-1,3,-18
NC(=O)c1cccc(S(=O)(=O)N2CC(c3ccccc3)CC2=O)c1 (stereo not drawn),0,8,1,5,16,0,-1,5,14
# Remaining list, next part:
SMILES,UBC13 inh,PfG6PD inh,HKDC1 inh,SENP8 block-1,SENP8 block-2,SENP1 FRET inh,MIN6 prolif,SENP7 block,SENP6 inh
COCCN(C(=O)COC(=O)C1=COCCO1)c1c(N)n(Cc2ccccc2)c(=O)[nH]c1=O,1,-3,-1,3,2,-3,-3,-3,5
CCC(C)[C@H](NC(=O)N1CCn2c1nc1ccccc12)C(=O)NCC1CCCO1 (stereo partly drawn),-5,6,-3,-15,7,1,-2,-9,0
Cc1occc1C(=O)Nc1nn[nH]n1,1,-11,-5,-2,33,0,0,0,-9
COc1ccccc1Nc1nc(N)nc(CN2CCOCC2)n1,-10,6,-7,-2,10,1,0,14,-2
Cc1cc(C(=O)O)cc(S(=O)(=O)NNC(=O)c2cccs2)c1C,6,-10,6,-7,3,0,-3,-7,-16
Cc1ccc(S(=O)(=O)N2CCOCC2)cc1NC(=O)CNCc1ccccn1,-13,-11,-4,-2,22,1,-2,-5,-15
COc1ccc(CCNCC(=O)Nc2c(C)cc(C)cc2C)cc1OC,-5,-1,3,-2,9,-2,-2,0,-14
CN(C(=O)COC(=O)c1ccc(S(=O)(=O)N2CCCC2)cc1)c1ccccc1,1,-5,-4,1,15,4,-2,1,-4
Cc1ccc(C2=NOC(=O)/C2=C\C=C\c2ccccc2)cc1,.,37,30,.,19,-14,.,.,.
COc1cc(/C=N/NC(=O)CN(Cc2ccccc2)S(=O)(=O)c2ccc3c(c2)OCCO3)ccc1O,3,1,1,-1,-67,1,0.0*,-6,-6
CC(NC(N)=O)C(=O)NCC(=O)OCc1ccccc1 (stereo not drawn),0,5,-6,7,4,1,0,4,4
O=C(NCc1ccco1)c1nn2cccnc2c1Cl,0,-15,-4,1,0,1,-3,11,1
COc1ccc(NC(=O)CCNC(=O)N2CC(=O)Nc3ccccc32)c(OC)c1,3,-11,1,0,12,3,2,8,-6
Cn1c(C(=O)O)c(CC(=O)N2CCC(Cc3ccccc3)CC2)c2ccccc21,-21,-5,12,-13,-1,-1,-3,-5,-6
OC(CNC1CCCCCC1)COc1cccc2ccccc12 (stereo not drawn),7,22,6,-8,11,1,-6,-5,-23
COc1ccc(CC(=O)NCCc2cnc[nH]2)cc1,7,-12,-4,1,4,1,1,7,-3
COc1ccc(C(C)C)cc1S(=O)(=O)N1CC(C)OC(C)C1 (stereo not drawn),-4,4,-5,-6,14,0,-1,-4,12
O=C(O)c1ccc2c(c1Sc1ccccc1)C(=O)c1ccccc1C2=O,-38,.,.,-4,.,.,-1,-4,-3
CC(C)[C@H](NC(=O)c1ccccc1)C(=O)NC1=NCCS1,2,15,-9,0,11,1,2,13,-6
CCCCn1c(N)c(N(CCOC)C(=O)CCN2C(=O)C3CC=CCC3C2=O)c(=O)[nH]c1=O (stereo not drawn),.,-1,-3,.,-4,-3,.,.,.
COc1ccc(C(=O)OCC(=O)Nc2ccc(F)c(F)c2)cc1OC,7,-1,0,0,8,-1,-1,10,-6
CC(C)c1nc(SCC(=O)NC2CCCC2)c2c(=O)n(C)c(=O)n(C)c2n1,-8,-19,-1,0,-10,1,0,3,-11
CN(C(=O)c1ccncc1)C1CC(C)(C)N(O)C(C)(C)C1,-5,-5,-7,3,20,-1,-3,-2,-11
CC1CCCCC12NC(=O)N(Cn1nnc3ccccc3c1=O)C2=O (stereo not drawn),4,-14,-4,-2,8,2,-2,12,13

# Single records, as listed above. Order of screens: UBC13 inh, PfG6PD inh, HKDC1 inh, SENP8 block-1, SENP8 block-2, SENP1 FRET inh, MIN6 prolif, SENP7 block, SENP6 inh
# Cc1ccc(S(=O)(=O)N2CCOCC2)cc1NC(=O)CNCc1ccccn1 is entered as -13, -11, -4, -2, 22, 1, -2, -5, -15
# Cn1c(C(=O)O)c(CC(=O)N2CCC(Cc3ccccc3)CC2)c2ccccc21 is entered as -21, -5, 12, -13, -1, -1, -3, -5, -6
# CC(NC(N)=O)C(=O)NCC(=O)OCc1ccccc1 (stereo not drawn) is entered as 0, 5, -6, 7, 4, 1, 0, 4, 4
# COc1ccc(C(=O)OCC(=O)Nc2ccc(F)c(F)c2)cc1OC is entered as 7, -1, 0, 0, 8, -1, -1, 10, -6
# COc1ccc(C(C)C)cc1S(=O)(=O)N1CC(C)OC(C)C1 (stereo not drawn) is entered as -4, 4, -5, -6, 14, 0, -1, -4, 12

# High-throughput results as filed in PubChem BioAssay.
